# Source: PubChem (several laboratories)
# rCAG binder – molecules binding r(CAG) RNA repeats; r(CAG) RNA repeat, TO-PRO-1 dye displacement fluorescence; inhibition, % at 3 µM; actives 1.3% (n = 370,000);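 active means inhibition above the plate cutoff, the mean of all test compounds on that plate plus 3 SD, cut at about 35% in these data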;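 further: 0% = DMSO alone and 100% = 100 µM mitoxantrone as full dye displacement; higher means more dye released from RNA so lower well fluorescence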
# Tn6 DDE FP – disrupts Tn6 cyclic peptide binding to fibrin D-Dimer-E complex | actives 0.21% (n = 370,000) | AID 720509 | inhibition, % at 8.3 µM | Fibrin DD(E) TRITC-Tn6 fluorescence polarization displacement;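 active means inhibition above a per-campaign cutoff: mean of compounds within control limits plus 3 SD, cut at about 15% in these data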;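 further: 0% = median of all compound wells on the plate and 100% = blocking peptide control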
# ADAM10 inh – inhibitors of human ADAM10; O14672; recombinant ADAM10, EDANS/DABCYL FRET peptide cleavage, 3 h; inhibition, % at 7 µM; actives 0.62% (n = 370,000); AID 720582;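 active means inhibition above a per-campaign cutoff equal to the mean of compounds falling between control-based bounds plus 3 SD, cut at about 20% in these data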;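 further: 0% = DMSO wells while the 100% control is not disclosed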
# Target sequence (O14672 214-748 limits assumed): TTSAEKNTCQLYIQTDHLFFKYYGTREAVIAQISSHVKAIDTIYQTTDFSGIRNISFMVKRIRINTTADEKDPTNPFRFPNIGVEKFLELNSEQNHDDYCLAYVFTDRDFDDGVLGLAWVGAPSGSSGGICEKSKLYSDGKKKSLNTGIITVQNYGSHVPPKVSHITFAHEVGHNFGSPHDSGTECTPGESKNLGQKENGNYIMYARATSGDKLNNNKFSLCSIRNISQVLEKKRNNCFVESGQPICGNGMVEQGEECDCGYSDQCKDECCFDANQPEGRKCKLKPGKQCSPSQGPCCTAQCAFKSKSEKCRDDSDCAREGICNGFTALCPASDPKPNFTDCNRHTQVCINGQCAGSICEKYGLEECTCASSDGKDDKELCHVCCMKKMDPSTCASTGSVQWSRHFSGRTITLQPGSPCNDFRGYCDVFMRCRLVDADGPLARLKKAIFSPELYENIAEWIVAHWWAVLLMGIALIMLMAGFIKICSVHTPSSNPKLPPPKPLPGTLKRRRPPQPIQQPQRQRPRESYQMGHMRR
# NPR2 activator – GC-B (human) receptor activation; actives 0.11% (n = 370,000); HEK293-GC-B cells, CNP EC30, cGMP TR-FRET; 0% at EC30 CNP, 100% saturating CNP; activation, % at 10 µM;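 active means activation at 10 µM reaching about 35% in either raw or pattern-adjusted values, limit read from the data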
# sPLA2-III inh – Inhibits HGIII-sPLA2 liposome hydrolysis, primary screen. QFRET BODIPY PC-A2 liposome hydrolysis, fluorescence. Q9NZ20. AID 743126. inhibition, % at 12.2 µM. actives 0.56% (n = 370,000);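 active means inhibition above mean plus 3 SD of compounds lying within the high and low control bounds, cut at about 19% in these data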;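 further: 0% = median of test compound wells and 100% = no enzyme DMSO wells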
# ARFGAP1 inhibitor – rat ARFGAP1 inhibition. Arfgap1-stimulated ARF1 GTP hydrolysis, GDP FP detection. AID 651572. inhibition, % at 16.5 µM. Q62848. actives 0.26% (n = 360,000);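 active means inhibition above a per-plate limit, mean inhibition of low control wells plus 3 SD, cut at about 25% in these data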;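 further: 0% = DMSO wells with enzyme and 100% = wells lacking Arfgap1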
# Target sequence (Q62848 1-136 limits assumed): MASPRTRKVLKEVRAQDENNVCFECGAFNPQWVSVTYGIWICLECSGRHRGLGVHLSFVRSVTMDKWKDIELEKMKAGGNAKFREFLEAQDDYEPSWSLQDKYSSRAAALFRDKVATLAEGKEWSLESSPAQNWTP
#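 Assay system: purified rat His6-Arfgap1 residues 1-136 (GAP domain); Reagent: human Δ17 ARF1 bound to GTP; Dosing: 16.5 µM single point, 1.26% DMSO; Times: GTP hydrolysis reaction 2 h at 25 °C; Signal: FP, GDP Alexa 633 tracer displaced from anti-GDP antibody, 620/688 nm; Measure: % inhibition from polarization.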
# NPR1 activator – GC-A (human) enzyme activation | activation, % at 10 µM | AID 1671463 | actives 0.14% (n = 370,000) | HEK293 GC-A cells, cGMP TR-FRET, EC30 ANP; 0% at EC30 ANP, 100% saturating ANP | P16066; in the data active means activation above about 40%
# ASAP1 GAP inh – ASAP1 ArfGAP inhibition. ASAP1-stimulated ARF1 GTP hydrolysis, GDP FP detection. AID 624377. Q9ULH1. actives 0.19% (n = 360,000). inhibition, % at 16.5 µM; in the data active means inhibition above about 25%;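 further: 0% = vehicle with enzyme and substrate and 100% = no enzyme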
# Target sequence (Q9ULH1 325-724 limits assumed): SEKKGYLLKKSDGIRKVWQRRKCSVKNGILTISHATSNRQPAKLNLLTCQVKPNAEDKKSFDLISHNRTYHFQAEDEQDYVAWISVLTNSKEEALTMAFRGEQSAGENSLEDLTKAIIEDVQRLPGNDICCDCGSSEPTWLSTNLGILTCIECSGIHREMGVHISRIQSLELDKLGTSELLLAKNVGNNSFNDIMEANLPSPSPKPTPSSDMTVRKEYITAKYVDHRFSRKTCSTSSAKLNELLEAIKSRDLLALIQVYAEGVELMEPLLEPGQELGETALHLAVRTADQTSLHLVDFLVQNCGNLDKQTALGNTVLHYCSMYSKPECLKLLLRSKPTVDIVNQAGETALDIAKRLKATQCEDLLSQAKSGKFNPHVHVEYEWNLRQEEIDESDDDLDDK
# FXN GAA850 act – increases GAA850 frataxin promoter reporter activity; actives 0.56% (n = 360,000); HEK293 lucGAA850 FXN promoter luciferase reporter, 24 h; percent of 10 µM SAHA response; activation, % at 6 µM;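 active means activation above the average of all compounds screened plus 3 SD, cutoff fixed separately per campaign, cut at about 7.5% in these data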;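 further: 0% = DMSO wells and 100% = 10 µM SAHA wells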
# proKLK7 act – activates the human kallikrein-7 zymogen; P49862; purified proKLK7, EDANS-DABCYL substrate fluorescence; 100% is mature enzyme control, 0% vehicle; activation, % at 7 µM; actives 0.9% (n = 370,000); AID 652039;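 active means activation above the mean of all tested compounds plus 3 SD, computed per campaign excluding outliers beyond control limits, cut at about 13% in these data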
# Active calls of the source: *; i = inactive; x = no result given. Compounds were not picked by outcome (roughly 4.5% active in at least one column).
SMILES,rCAG binder,Tn6 DDE FP,ADAM10 inh,NPR2 activator,sPLA2-III inh,ARFGAP1 inhibitor,NPR1 activator,ASAP1 GAP inh,FXN GAA850 act,proKLK7 act
Cn1cccc1/C=N/NC(=O)Cc1ccccc1,1,3,17,-3,-2,-1,0,10,-0.3,0.9
COCc1c(C(=O)N/N=C(/C)c2ccc(OCc3ccccc3)cc2)nnn1-c1nonc1N,0,13,3,2,2,-7,-2,-1,4.6,-0.6
CCCC(C(=O)NC1CCCC1)N(CC1CCCO1)C(=O)c1snc(C(N)=O)c1N (stereo not drawn),0,-1,-226,-14,13,13,-15,-3,-0.1,3.1
CCn1c(=O)c2c(nc3n2CCCN3CCc2ccccc2)n(C)c1=O,-10,0,-1,-3,-4,17,4,-9,0.3,-0.5
CCc1noc(C)c1C(=O)Nc1ccc(S(=O)(=O)N2CCCC(C)C2)cc1 (stereo not drawn),-1,-8,9,5,-20,-4,1,-11,-2.0,0.5
O=C(CN1CCN(C(=O)c2cc(C3CC3)nn2-c2ccccc2)CC1)Nc1ccc(F)cc1,-2,1,0,-2,2,-3,-1,5,1.0,0.5
Cc1ccc(OCC(=O)NCCNC(=O)COc2ccc(C)cc2)cc1,-2,4,-2,0,4,4,0,-7,-0.5,0.1
COc1ccc(Cl)cc1S(=O)(=O)N1CCC(C(=O)NCc2ccco2)CC1,0,3,-1,5,-2,-5,2,-13,1.1,-0.4
CCOC(=O)c1cnc2ccc(OC)cc2c1NCc1ccccc1,0,1,-51,-5,1,-12,4,-1,-4.5,-0.4
COc1cc(CC(=O)OCC(=O)Nc2ccc(S(=O)(=O)N3CCCC3)cc2)cc(OC)c1OC,0,7,4,3,-11,0,-3,16,2.6,0.4
COc1ccc(-c2nn(CCC(=O)O)cc2/C=C/C(=O)O)cc1[N+](=O)[O-],4,2,-3,-3,-2,-5,2,5,2.6,-0.3
COC(=O)c1ccc(C(=O)NCCCCO)cc1,-2,-7,-2,3,6,12,3,10,0.3,0.4
COc1ccc(OC)c(C2c3[nH]c4ccccc4c3C[C@H]3C(=O)N(CCCOC(C)C)CC(=O)N23)c1 (stereo partly drawn),-2,3,-3,-1,-7,13,-6,5,-1.0,1.6
CC(=O)N/C(N)=N/c1nc2cc(C)ccc2o1,0,4,-6,-3,-2,5,1,-4,2.7,0.1
CCCCn1c(C2CCCCC2)nc2cc3[nH]c(=O)c(C(C)C)nc3cc21,-6,-1,i,8,-11,6,8,-10,-1.1,-24
O=C1/C(=C/c2ccc(O)cc2)CCc2ccc([N+](=O)[O-])cc21,6,4,7,-4,-18,7,0,6,5.2,-0.4
O=C1CCCC/C=C\C[C@H](CC(=O)N(CCO)Cc2ccccc2)C(=O)NCCO1,-7,-2,1,5,-2,-4,4,-2,0.5,-0.7
COC(=O)C1=C(C)NC(=S)NC1c1cccc(OC)c1 (stereo not drawn),2,4,-3,-5,12,-8,-1,-3,x,0.3
CC(C)c1cc(N2CCN(C(=O)c3ccco3)CC2)n2c(nc3ccccc32)c1C#N,2,-4,-389,14,3,14,16,2,-3.4,2.1
COCCCNC(=O)c1csc([C@@H]2O[C@H](CO)[C@H](O)[C@H](O)[C@H]2O)n1,0,-1,-18,0,4,5,3,-16,0.2,0.3
CC1(C)CC(CCN(Cc2ccccc2)C(=O)c2ccco2)(c2ccccc2)CCO1 (stereo not drawn),-1,-3,5,-1,-10,-4,-14,5,-3.3,0.6
NC1=NC2(CCCCC2)N=C(Nc2ccc(F)cc2F)N1,10,-5,1,3,3,2,-3,-7,-1.0,0.1
CC(NCC(=O)Nc1ccccc1C(=O)NC1CC1)c1cccc(Cl)c1 (stereo not drawn),0,4,-1,1,8,-2,-4,12,-1.6,0.0
CC(C)CCNC(=O)CN(Cc1ccc2c(c1)OCO2)C(=O)Cn1nnc(-c2cccs2)n1,1,2,5,-3,-13,-9,-4,-1,-0.1,0.2
Cc1ccc([N+](=O)[O-])cc1S(=O)(=O)Nc1ccc(C(=O)N(C)C)cc1,4,-4,-5,4,1,-4,1,-7,-1.1,0.1
CCCC(=O)Nc1ccc2nn(-c3ccc(OC)cc3)nc2c1,4,2,i,-1,-9,-7,12,9,1.7,18*
OCC[C@@H]1NCc2cc(CO)cc(-c3ccccc3)c21,3,0,10,2,-12,4,-2,2,0.3,0.9
O=C1CC(N2CCC(c3nc4ccccc4o3)CC2)C(=O)N1Cc1cccs1 (stereo not drawn),-8,3,4,3,-4,8,2,16,0.4,0.6
CCc1ccc(C(=O)COC(=O)C2=NN(c3ccccc3)C(=O)CC2)cc1,1,8,-9,0,-12,-7,0,0,-3.9,0.3
CCCc1ncc(C(O)c2cccc(OC)c2OC)n1C (stereo not drawn),-2,1,1,2,3,-5,-1,2,-3.9,0.3
COc1ccc(NC(=O)NCCc2c[nH]c3ccccc23)c(OC)c1,0,0,8,-6,-58,0,-4,15,0.3,-0.2
COc1ccc(C(=O)N/C(=C\c2ccccc2)C(=O)Nc2ccc(C(=O)NCC(=O)O)cc2)cc1,12,-7,0,8,-1,11,0,-6,1.1,0.4
O=C1OCCC1Sc1nnc(-c2ccc(Br)cc2)o1 (stereo not drawn),0,0,6,23,-6,-6,66*,-5,-2.3,1.1
O=C(CSc1nnnn1-c1ccccc1)CC(=O)Nc1ccc(Cl)cc1,27,11,3,5,-12,1,-2,17,-0.1,-0.2
Cc1ccc(NC(=O)C2CCN(c3ncnc4c3nc3n4CCCCC3)CC2)nc1,2,1,6,-1,5,11,3,9,-1.2,0.5
Cc1c(C(=O)Nc2c(C)n(C)n(-c3ccccc3)c2=O)oc2c(Cl)cccc12,-4,-5,-3,-3,2,-10,0,-8,0.7,0.2
Fc1ccccc1Cn1ccc2ccc(-c3ccc4ccn(Cc5ccccc5)c4c3)cc21,8,2,-32,8,3,x,1,x,x,-2.0
Cc1c(Cl)cccc1-c1ccc(CNCc2ccccn2)o1,-8,0,5,-3,7,3,-3,8,2.1,0.0
C#CCOCCOCCOCCNc1nc(N2CCN(C(=O)C(Cc3ccc(O)cc3)n3cc(C(N)C(C)CC)nn3)CC2)nc(N2CCN(C(=O)C(Cc3ccc(O)cc3)n3cc(C(N)C(C)CC)nn3)CC2)n1 (stereo not drawn),4,5,-2,2,-20,21,4,1,-0.2,0.3
Cc1cc(Cl)ccc1NC(=S)NCc1ccco1,-1,-2,-3,3,5,-10,1,4,0.9,-0.1
Cn1c(=O)oc2cc(S(=O)(=O)N3CCOCC3)ccc21,0,8,5,1,4,-3,5,0,1.9,0.6
CCC(C)(C)NC(=O)c1ccc(Sc2nncn2C)c([N+](=O)[O-])c1,-2,0,-5,6,8,-1,3,6,-0.8,-0.1
CC(Sc1nnc(-c2ccco2)n1C)C(=O)Nc1ccc(N2CCOCC2)cc1 (stereo not drawn),-6,-2,-2,2,9,-2,-4,-8,1.3,0.2
O=C(NC1CC1)c1nc2c(nnn2Cc2ccccc2Cl)c(=O)[nH]1,4,10,5,-3,2,-8,0,0,0.3,0.4
Cc1nn2c(N3CCN(C)CC3)cc(C(C)(C)C)nc2c1-c1ccccc1,-9,-6,-29,-19,-18,8,-1,0,1.1,-14
O=S1(=O)CC(N2CCC(Cc3ccccc3)CC2)CN1Cc1ccc(F)cc1 (stereo not drawn),-1,3,3,0,-13,-2,2,-2,x,0.2
COc1ccc(CC(=O)NCC(=O)N/N=C/c2c[nH]c3ccccc23)cc1,7,8,-2,0,-8,3,4,1,0.4,0.1
CC(C)CCn1c(NCCN(C)C)nc2c1c(=O)[nH]c(=O)n2C,6,2,7,-6,-4,15,5,7,1.3,-0.1
CCc1c(C)nc2cc(-c3cccc(Br)c3)[nH]n2c1=O,3,-6,-11,-1,3,11,4,1,4.6,0.5
CCc1ccc(CCNC(=O)OC2CCC23CCC(c2ccccc2)CC3)cc1 (stereo not drawn),3,1,1,-3,-6,x,2,x,x,0.2
CCN(CC(=O)Nc1c(F)cccc1F)C(=O)CCc1nc2cc(S(=O)(=O)N3CCOCC3)ccc2n1C,-3,3,0,4,4,-9,4,-10,0.8,0.1
C/C(=N\O)c1ccn(S(=O)(=O)c2ccc(Cl)cc2)c1,-2,-5,-7,0,-7,0,-1,1,-0.3,-0.3
COc1ccc(C(c2nnnn2-c2c(C)cccc2C)N2CCN(C/C=C/c3ccccc3)CC2)cc1 (stereo not drawn),2,-8,-10,-1,-8,10,-7,-10,x,-0.4
Cc1ccc2c(c1)[nH]c1c(=O)n(CCCN3CCOCC3)cnc12,-5,-1,-15,3,2,-1,7,7,-2.5,-0.4
CCCC(=O)N1CCC1(C)C(=O)Nc1cc(OC)c(OC)c(OC)c1 (stereo not drawn),0,-7,-17,-1,11,-8,0,-2,0.3,0.1
COc1ccc2c3c(c(=O)oc2c1OCC(N)=O)CCCC3,1,-3,-308,-2,-1,-1,-2,0,1.8,9.9
CC(=O)Nc1ncc(Cc2cc(Cl)ccc2Cl)s1,-4,-5,-7,5,-1,10,6,8,-0.3,0.3
CC(C)C1N=C(NC(=O)OCc2ccccc2)NC1=O (stereo not drawn) (tested in a mixture with another compound),4,4,-17,6,19,x,5,x,x,0.2
CSc1ccc(/C=N/N2CCN(Cc3ccccc3Cl)CC2)cc1,-3,-4,-13,1,-2,-4,5,9,0.1,0.1
COc1ccccc1NC(=O)C(Sc1ccccc1)c1ccccc1 (stereo not drawn),-4,2,4,-3,-9,-5,0,2,-0.2,-0.3

# 3 compounds already listed, sorted by their value in ARFGAP1 inhibitor, ascending.
Molecule	Tn6 DDE FP	ADAM10 inh	NPR2 activator	sPLA2-III inh	ARFGAP1 inhibitor	NPR1 activator	ASAP1 GAP inh	proKLK7 act
COc1ccccc1NC(=O)C(Sc1ccccc1)c1ccccc1 (stereo not drawn)	2	4	-3	-9	-5	0	2	-0.3
CC(=O)Nc1ncc(Cc2cc(Cl)ccc2Cl)s1	-5	-7	5	-1	10	6	8	0.3
CC(C)CCn1c(NCCN(C)C)nc2c1c(=O)[nH]c(=O)n2C	2	7	-6	-4	15	5	7	-0.1

# Next compounds
SMILES,rCAG binder,Tn6 DDE FP,ADAM10 inh,NPR2 activator,sPLA2-III inh,ARFGAP1 inhibitor,NPR1 activator,ASAP1 GAP inh,FXN GAA850 act,proKLK7 act
CN(C)c1ncc(S(=O)(=O)c2ccc(Cl)cc2)c(-c2ccccc2)n1,-4,5,-6,1,-1,12,-2,5,0.6,0.3
COC(=O)[C@@]1(Cc2ccc(F)cc2)[C@H]2c3cc(C(=O)N(C)C)n(CCN4CCOCC4)c3C[C@H]2CN1C(=O)c1ccccc1,2,4,-5,1,-2,-9,-3,4,x,0.9
CCOc1ccc(NC(=O)c2ccc(NCC(=O)N3CCCCCC3)cc2)cc1,-1,7,-2,2,4,9,5,-1,-5.1,0.8
CCC12CCCN3CCC4(C(=C(C(=O)OC)C1)Nc1ccccc14)C32 (stereo not drawn),-3,-5,-49,-4,14,-7,-8,-1,1.9,1.5
CN(C)c1ccc(/C=N/NC(=O)COc2ccccc2)cc1,-2,7,-260,4,3,3,-6,-2,0.9,0.3
